XIAP displacement – small molecules displacing peptide from XIAP – biochemical, IAP family, fluorescence polarization (AID 1018) | actives 0.007% (n = 200,000) | XIAP BIR domain, fluorescence polarization peptide displacement; higher % means a stronger effect | displacement, % at 20 µM, or IC50 in µM where a hit was titrated; in the data active = displacement above about 50%; note: a part of the inactive calls stands beside numbers as strong as those of hits
Salmonella PhoP GFP – PhoP-dependent GFP reporter repression – Salmonella Typhimurium, primary screen (AID 1863); S. Typhimurium PhoP-regulated promoter GFP reporter, 4 h; higher % means a stronger effect; inhibition, % at 50 µM; hits with a dose series show IC50 in µM; actives 0.16% (n = 300,000);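 active = inhibition over 29.93%, a cutoff 3 SD above the screen mean, later confirmed by dose response; inconclusive = inhibition over 29.93% but no dose response follow-up; inactive = inhibition at most 29.93% or unconfirmed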;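 note: 0% = low Mg2+ inducing control and 100% = high Mg2+ repressing control; strong numbers were not always called active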
Yfh1-off respiration – enhancers of respiration in Yfh1-depleted yeast, dose response, Friedreich's ataxia, plus single-dose screen (AID 1465). S. cerevisiae Yfh1-off respiration, WST-1 reduction, 72 h; higher fold induction means a stronger effect. one-dose fold induction at 50 µM; EC50 in µM for titrated hits. actives 0.074% (n = 220,000);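 active = fold induction of absorbance versus untreated yeast above a set limit, then at least 30% activation at any dose in follow-up; inconclusive = repeats straddling the limit, or above it without dose testing; inactive = fold induction below the set limit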;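 note: activators that raise dye reduction in frataxin-depleted yeast; strong numbers were not always called active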
West Nile virus CPE – West Nile virus antiviral activity, cell-based, CPE readout (AID 1621). West Nile virus-infected cells, CPE inhibition; higher % means a stronger effect. one-dose CPE inhibition, % at 10 µM; IC50 in µM for titrated hits. actives 0.02% (n = 290,000); in the data active = a potency from the dose series; inconclusive = CPE inhibition mostly from about 3.7% at the one dose, without a potency; inactive = the rest, 99 in 100 with CPE inhibition below about 2.2%; note: strong numbers were not always called active
P. falciparum M1AAP – malaria alanyl aminopeptidase activity blockers – biochemical, fluorogenic H-Leu-NHMec substrate, 1536-well (AID 1445) | recombinant M1AAP, H-Leu-NHMec fluorogenic kinetic assay; higher % means a stronger effect | inhibition, % at 30 µM, or IC50 in µM where a hit was titrated | actives 0.42% (n = 220,000);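 active = primary inhibition above the hit cutoff, then over 50% inhibition at one or more dose response concentrations, cut at about 23% in these data, passing the limit was not always enough; inconclusive = conflicting primary data, or primary hits not chosen for dose response; inactive = low primary inhibition, or under 50% at every dose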;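 note: plate controls were DMSO full reaction for no effect and no enzyme background for full effect; strong numbers were not always called active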
Siah-1 displacement – blockers of Siah-1 interaction with plectin peptide – biochemical, fluorescence polarization, rhodamine-plectin, uHTS, primary screen (AID 1817) | Siah-1 / rhodamine-plectin peptide fluorescence polarization; higher % means a stronger effect | displacement, % at 20 µM; hits with a dose series show IC50 in µM | actives 0.02% (n = 290,000);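 active = displacement of at least 50% at 20 µM, with a fluorescence ratio check between 0.3 and a set limit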;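 note: plate controls were Siah plus tracer with DMSO for no effect and tracer alone without Siah for full effect; strong numbers were not always called active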
P. falciparum M17LAP – P. falciparum M17LAP inhibitors, primary screen, biochemical, fluorogenic H-Leu-NHMec substrate, 1536-well (AID 1619); recombinant M17LAP, H-Leu-NHMec fluorogenic kinetic assay; higher % means a stronger effect; inhibition, % at 30 µM; hits with a dose series show IC50 in µM; actives 0.38% (n = 220,000);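 active = compound inhibiting the enzyme by more than half at any dose during confirmatory dose-response retesting; inconclusive = strong single-dose inhibitors picked by rank but not retested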;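 note: plate controls were full reaction with DMSO carrier for no effect and no enzyme background for full effect; strong numbers were not always called active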
ER stress rescue – protection against thapsigargin-triggered cell killing – 384-well, CSM14.1, ATP luminescence, primary screen (AID 1222); CSM14.1 thapsigargin-induced death rescue, ATP luminescence; higher % means a stronger effect; cellular ATP content (survival), % at 20 µM, or EC50 in µM where a hit was titrated; 190,000 tested, under 10 active;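 active = EC50 below 50 µM in the dose-response confirmation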;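 note: death triggered by thapsigargin at about 15 µM added after 2 h compound pretreatment; cell ATP read after overnight thapsigargin exposure of roughly 18 to 22 hours; normalized against plate controls of thapsigargin alone and 5% DMSO vehicle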
PMI inhibition – MPI inhibition at elevated mannose 6-phosphate – biochemical, fluorescence intensity, high mannose 6-phosphate, primary screen (AID 1220); actives 0.66% (n = 190,000); inhibition, % at 20 µM, or IC50 in µM where a hit was titrated; recombinant PMI enzyme, coupled fluorescence intensity; higher % means a stronger effect; in the data active = inhibition above about 50%
Active calls of the source: *; i = inactive; ? = inconclusive; nt = not tested or not shown.

SMILES	XIAP displacement	Salmonella PhoP GFP	Yfh1-off respiration	West Nile virus CPE	P. falciparum M1AAP	Siah-1 displacement	P. falciparum M17LAP	ER stress rescue	PMI inhibition
Cc1cccc(N2C(=O)C3C4CC(=O)C(c5ccccc54)C3C2=O)c1C (stereo unspecified)	-4.8%	-5%	i	-0.6%	5%	-3%	1%	0.5%	-9%
CCOC(=O)C(C)Sc1nnc(NC(=O)c2ccc(C)c([N+](=O)[O-])c2)s1 (stereo unspecified)	-3.7%	-5%	i	-0.3%	12%	-2%	45%	-2.0%	3%
COc1ccc(-c2noc(-c3cccc(Cl)c3)n2)cc1OC	-0.9%	6%	i	-0.7%	2%	4%	3%	-2.4%	-2%
CCN(CCCNC(=O)C1CCC(=O)N1Cc1ccccc1Cl)c1cccc(C)c1 (stereo unspecified)	-1.3%	6%	i	-0.9%	2%	1%	8%	0.6%	-3%
CC(=O)Nc1ccc2c(c1)OCCO2	-5.7%	-10%	i	-0.2%	2%	-1%	-4%	-0.2%	6%
CCN1C(=O)CC(N2CCC(c3nc4ccccc4[nH]3)CC2)C1=O (stereo unspecified)	-7.9%	-7%	i	-0.6%	5%	-4%	10%	-0.7%	8%
CCOc1ccc(C(=O)C(c2ccccc2)N2CCOCC2)cc1 (stereo unspecified)	0.0%	-13%	i	-0.2%	15%	-1%	0%	1.2%	-20%
CCOC(=O)N1CCC(Nc2c(NCCN3CCN(Cc4ccccc4)CC3)c(=O)c2=O)CC1	-0.8%	-11%	i	0.1%	4%	2%	7%	-2.7%	-1%
O=C(NCc1cccnc1)Nc1cccc(NC(=O)NCc2cccnc2)c1	-2.6%	-6%	i	-0.3%	5%	-4%	19%	-1.1%	12%
O=C(c1ccc(=O)n(Cc2ccccc2)n1)N1CCN(C/C=C/c2ccccc2)CC1	-6.0%	1%	i	-1.2%	0%	4%	-3%	-0.2%	3%
O=C(c1ccc2c(c1)OCCO2)N1CCN(c2ccc([N+](=O)[O-])cc2)CC1	2.3%	9%	i	-1.1%	18%	3%	22%	-1.9%	17%
CCOC(=O)c1ccc(N2C(=O)CC(N(Cc3ccc4c(c3)OCO4)C(=O)Nc3ccccc3)C2=O)cc1 (stereo unspecified)	-9.1%	0%	i	0.1%	12%	3%	3%	-0.1%	-6%
CN1/C(=C/C(=O)c2cccs2)Sc2ccccc21	-2.1%	-21%	i	-1.6%	-1%	1%	5%	0.1%	3%
c1coc(-c2nc3nc4ccccc4nc3n2-c2ccc3c(c2)OCCO3)c1	-5.5%	-9%	i	1.4%	11%	-2%	10%	-3.2%	-1%
CNc1oc(-c2ccc(C)cc2)nc1P(=O)(c1ccccc1)c1ccccc1	-5.0%	3%	i	-0.7%	-2%	-4%	3%	-0.6%	8%
COC(=O)C1=NN(c2ccc(C)cc2)C2(S1)SC(C(C)=O)=C(C)N2c1ccccc1 (stereo unspecified)	-7.4%	-2%	i	-0.3%	8%	5%	6%	2.1%	8%
NS(=O)(=O)c1ccc(NC(=S)NC2CCCCCC2)cc1	-2.5%	11%	i	-0.6%	1%	-3%	8%	-0.1%	0%
Cc1ccccc1NC(=O)COc1ccc(Br)cc1C	1.7%	-11%	i	0.4%	-5%	8%	3%	-1.0%	2%
Nc1ccccc1SCC1CSc2nc3ccccc3c(=O)n21 (stereo unspecified)	-3.7%	0%	i	-0.8%	9%	-2%	11%	-0.8%	13%
COc1ccc(OC)c(S(=O)(=O)N2CCC(C(=O)Nc3cccc(C(F)(F)F)c3)CC2)c1	0.1%	-2%	i	0.6%	-6%	2%	10%	nt	12%

Look-ups from the entries so far.
In P. falciparum M1AAP, CCOC(=O)c1ccc(N2C(=O)CC(N(Cc3ccc4c(c3)OCO4)C(=O)Nc3ccccc3)C2=O)cc1 (stereo unspecified) is entered as 12%
In ER stress rescue, CNc1oc(-c2ccc(C)cc2)nc1P(=O)(c1ccccc1)c1ccccc1 is entered as -0.6%

(cont.)
SMILES	XIAP displacement	Salmonella PhoP GFP	Yfh1-off respiration	West Nile virus CPE	P. falciparum M1AAP	Siah-1 displacement	P. falciparum M17LAP	ER stress rescue	PMI inhibition
Cc1ccc(N(CC(=O)N2CCc3ccccc32)S(=O)(=O)c2cccs2)cc1	-6.6%	2%	i	?	4%	7%	-8%	-0.7%	10%
Cc1ccc(CN2CCN(Cc3cnc(N4CCOCC4)s3)CC2CCO)o1 (stereo unspecified)	-0.9%	-1%	i	-0.5%	8%	-3%	28%	-1.1%	14%
S=C(Nc1cccc(Cl)c1Cl)Nn1cnnc1	-3.6%	4%	i	-0.6%	0%	-1%	-5%	-2.3%	3%
COc1ccc(Nc2nc(N)nc(CCl)n2)cc1	nt	3%	i	-1.0%	1%	7%	3%	nt	nt
O=C(CCc1ccccc1)NC(NC(=S)Nc1ccc(Cl)cc1)C(Cl)(Cl)Cl (stereo unspecified)	-2.4%	0%	?	-0.2%	4%	5%	1%	4.2%	1%
Cc1cc(=O)n2[nH]c(SCc3ccccc3)nc2n1	-2.3%	-11%	i	-0.1%	7%	2%	27%	-1.8%	-6%
Fc1ccc(Nc2nnc(C(F)(F)F)s2)cc1Cl	nt	25%	i	-1.5%	1%	11%	5%	nt	nt
CC(=O)C1=C(C)NC(SCC(N)=O)=C(C#N)C1c1cccnc1 (stereo unspecified)	-3.8%	6%	i	0.1%	7%	4%	-3%	4.0%	-12%
NCCc1nnc(SCC(=O)c2ccc(Cl)cc2)o1	nt	-4%	i	0.5%	2%	-2%	-1%	nt	nt
CCOC(=O)c1ccc(NS(=O)(=O)c2ccc(SC)cc2)cc1	-6.4%	2%	i	0.3%	3%	1%	5%	-1.1%	8%
CCN1CCN(S(=O)(=O)Cc2ccccc2)CC1	-7.5%	0%	i	0.4%	-2%	7%	-2%	nt	-5%
CCOc1ccc(Br)cc1S(=O)(=O)Nc1ccc(NC(=O)c2ccccc2F)cc1	-3.3%	21%	i	-1.5%	-2%	0%	5%	-3.5%	31%
COc1ccc(NCc2nnc(SCCN3CCCCC3)n2-c2ccc(C)cc2)cc1	-4.6%	2%	i	-0.3%	7%	-2%	-9%	-0.8%	8%
CC(C)CCn1c(=O)c2ccccc2n2c(CN(C)Cc3ccccc3)nnc12	-6.8%	26%	i	-1.5%	-4%	4%	1%	-0.1%	-4%
O=C(O)CCCCCNS(=O)(=O)c1cccc2nsnc12	-1.8%	-2%	i	0.0%	9%	-5%	11%	-3.0%	2%
O=C(Cn1nc(-c2ccccc2)ccc1=O)Nc1ccc(N2CCN(C(=O)c3ccccc3)CC2)cc1	1.4%	-7%	i	0.0%	6%	6%	-2%	4.7%	-1%
COc1ccc(OC(C)C(=O)Nc2cccc(OC)c2)cc1 (stereo unspecified)	-4.0%	0%	i	-0.6%	-2%	-5%	8%	-1.7%	10%
CN(C(=O)Nc1ccc(Cl)cc1Cl)C1CCCC1	-3.9%	-7%	i	0.6%	-3%	2%	-2%	-0.1%	-6%
CC1(C(O)(C#CC[N+]2(C)CCCCC2)c2ccccc2)CCCC1 (stereo unspecified)	-4.3%	-10%	i	0.7%	18%	-7%	-5%	1.4%	nt
CCOc1cccc(-c2nnc3sc(-c4ccco4)nn23)c1	-4.6%	-6%	i	0.3%	18%	1%	19%	-1.6%	2%
CC(C)C(c1nnnn1Cc1ccc2c(c1)OCO2)N1CCN(c2ccccc2)CC1 (stereo unspecified)	-0.8%	9%	i	-0.3%	-1%	8%	2%	0.1%	-5%
CC(=O)Nc1ccc(/C=N/OCC(=O)Nc2ccc(C)cc2)cc1	-3.7%	-5%	i	0.2%	1%	6%	-5%	6.0%	14%
COc1ccc(OCc2nn3c(-c4ccco4)nnc3s2)cc1	0.3%	3%	i	-0.3%	6%	-4%	7%	1.2%	9%
COc1ccc(C(=S)N2CCC(C(N)=O)CC2)cc1Br	-15%	-2%	i	0.1%	6%	-5%	-5%	0.3%	9%
O=C(N[C@@H](Cc1ccccc1)C(=O)OCc1ccccc1)c1nc[nH]c1C(=O)N1CCN(c2ccccc2)CC1	nt	-1%	i	-0.6%	-18%	-3%	-5%	nt	nt
Fc1ccc(-c2n[nH]c(=S)n2CC2CCCO2)cc1 (stereo unspecified)	0.6%	-4%	i	0.4%	3%	3%	4%	0.6%	-3%
COc1ccc(-c2c(C)nn3c(-c4ccccc4)cc(C)nc23)cc1	-8.3%	2%	i	0.3%	-4%	-3%	1%	0.0%	18%
O=C1C=C(Nc2ccccc2)C(=O)c2ccccc21	-2.9%	-5%	i	-0.8%	9%	-1%	5%	-1.3%	58%*
O=c1c2c(nc3c(-c4ccc(Cl)cc4)c[nH]n13)CCCC2	-3.9%	2%	i	-0.5%	4%	3%	-2%	-0.2%	-1%
Nc1ccc(Oc2ccc3nc(-c4ccccc4)c(-c4ccc([N+](=O)[O-])cc4)nc3c2)cc1	0.2%	6%	i	0.7%	4%	0%	-13%	-0.8%	4%
O=CN1CCN(C2CC(=O)N(c3ccc(Br)cc3)C2=O)CC1 (stereo unspecified)	-7.7%	-6%	i	0.1%	0%	-2%	-10%	2.2%	3%
CN1CCN(S(=O)(=O)c2ccc(NC(=O)C3CCCCC3)cc2)CC1	-5.1%	6%	i	-0.2%	-1%	1%	8%	8.2%	-7%
CCOc1ccccc1NC(=O)Nc1ccon1	nt	-10%	i	0.1%	6%	-1%	10%	nt	nt
NC(=O)c1ccc(NC(=O)COC(=O)CCCN2C(=O)c3cccc4cccc(c34)C2=O)cc1	-0.3%	11%	i	0.2%	8%	-2%	6%	-0.6%	-3%
COc1ccc(-c2ocnc2C(=O)NCc2nn(-c3ccccc3)nc2C)cc1	nt	-3%	i	-1.3%	8%	2%	2%	nt	nt
COC(=O)c1ccc(-n2nnnc2SCC(=O)N2CCCCC2)cc1	-6.2%	2%	i	-0.1%	3%	4%	5%	0.9%	2%
COc1c(F)c(F)c(C(=O)Nc2ccc(N3CCN(C(C)=O)CC3)c(Cl)c2)c(F)c1F	-6.0%	5%	i	-0.2%	-3%	2%	3%	3.2%	-1%
CCOc1ccccc1OCCCC(=O)Nc1ccc(OC)nc1	-9.5%	-5%	i	-0.1%	-1%	-6%	-16%	nt	-5%
Cc1ccc2c3c(cccc13)-c1ccccc1C2=O	-6.1%	-6%	i	-0.5%	5%	6%	-3%	-2.6%	5%
C/C=C(/C)C(=O)Nc1cccc(C2=NOC3(C2)C[C@@H](C(N)=O)N(C(=O)CC)C3)c1 (stereo partly specified)	nt	-1%	i	0.5%	4%	19%	2%	nt	nt

Screening data: PubChem BioAssay, several laboratories
